STEP block: inhibitors of human striatal-enriched phosphatase STEP | P54829 | recombinant STEP, OMFP fluorogenic substrate, fluorescence | inhibition, % at 20 µM | actives 0.25% (n = 360,000);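 active = inhibition at 20 µM, scaled per plate between control wells, above about 37%, limit read from the data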;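 also: 0% = DMSO with enzyme and substrate and 100% = substrate only without enzyme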
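System: isolated STEP enzyme; schedule: 20 min enzyme reaction at room temperature, protected from light; medium: Bis-Tris buffer pH 6.0, 2.5 mM DTT, 0.005% Tween 20; signal: fluorescence, 480/540 nm; dosing: single compound dose of 20 µM, 1% DMSO final; also added: OMFP substrate, 25 µM final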
LMPTP inh: LMPTP (human) inhibition; P24666; recombinant LMPTP-A, OMFP fluorogenic substrate, fluorescence intensity; inhibition, % at 20 µM; actives 0.22% (n = 360,000); AID 651560;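 active = compounds that cut the enzyme signal by at least half of the control window in the single-dose screen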;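 also: plate controls were DMSO wells with enzyme plus substrate for no effect and substrate without enzyme for full effect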
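Test system: LMPTP-A, protein tyrosine phosphatase of low molecular weight; Input: 0.625 nM enzyme; Incubation: 50 min dark incubation at room temperature; Signal: endpoint fluorescence intensity from OMFP dephosphorylation; Read-out basis: % inhibition versus control wells.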
SKN-1 block: blocks SKN-1 activity in C. elegans; C. elegans VP596 Pgst-4::GFP/RFP ratio, acrylamide-induced, 24 h; inhibition, % at 21.8 µM; actives 0.49% (n = 360,000); AID 624304;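 active = interference check ratio from 0.5 to 1.5 plus GFP to RFP signal ratio inhibition reaching or exceeding a fixed threshold, cut at about 30% in these data, passing the limit was not always enough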; also: some compounds called inactive have numbers as strong as hits
Scp-1 inhibitor: inhibitors of human Scp-1 phosphatase | Q9GZU7 | Recombinant Scp1, phosphopeptide, malachite green phosphate absorbance | inhibition, % at 20 µM | actives 0.88% (n = 340,000) | AID 493091;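 active = inhibition above about 50% at 20 µM, limit read from the data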;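 also: plate controls were DMSO wells with enzyme for no effect and wells lacking enzyme for full effect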
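Material – SCP-1 phosphatase catalytic domain, residues 76-261 · Buffer or medium – Acidic Tris acetate buffer with magnesium and detergent · Also added – Phospho 17-mer peptide substrate · Compound – single 20 µM dose, 1% DMSO · Times – 45 min room-temperature reaction, 5 min colour, 30 min stabiliser · Technique – Phosphate-binding colour reagent, absorbance read at 630 nm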
DNMT1 inh: inhibitors of human DNMT1; DNMT1 molecular beacon, Hinp1I cleavage, fluorescence; inhibition (reported as % activation of signal), % at 10 µM; actives 0.83% (n = 360,000); AID 588458; in the data active = inhibition above about 50%
Target sequence (P26358 504-1616 limits assumed): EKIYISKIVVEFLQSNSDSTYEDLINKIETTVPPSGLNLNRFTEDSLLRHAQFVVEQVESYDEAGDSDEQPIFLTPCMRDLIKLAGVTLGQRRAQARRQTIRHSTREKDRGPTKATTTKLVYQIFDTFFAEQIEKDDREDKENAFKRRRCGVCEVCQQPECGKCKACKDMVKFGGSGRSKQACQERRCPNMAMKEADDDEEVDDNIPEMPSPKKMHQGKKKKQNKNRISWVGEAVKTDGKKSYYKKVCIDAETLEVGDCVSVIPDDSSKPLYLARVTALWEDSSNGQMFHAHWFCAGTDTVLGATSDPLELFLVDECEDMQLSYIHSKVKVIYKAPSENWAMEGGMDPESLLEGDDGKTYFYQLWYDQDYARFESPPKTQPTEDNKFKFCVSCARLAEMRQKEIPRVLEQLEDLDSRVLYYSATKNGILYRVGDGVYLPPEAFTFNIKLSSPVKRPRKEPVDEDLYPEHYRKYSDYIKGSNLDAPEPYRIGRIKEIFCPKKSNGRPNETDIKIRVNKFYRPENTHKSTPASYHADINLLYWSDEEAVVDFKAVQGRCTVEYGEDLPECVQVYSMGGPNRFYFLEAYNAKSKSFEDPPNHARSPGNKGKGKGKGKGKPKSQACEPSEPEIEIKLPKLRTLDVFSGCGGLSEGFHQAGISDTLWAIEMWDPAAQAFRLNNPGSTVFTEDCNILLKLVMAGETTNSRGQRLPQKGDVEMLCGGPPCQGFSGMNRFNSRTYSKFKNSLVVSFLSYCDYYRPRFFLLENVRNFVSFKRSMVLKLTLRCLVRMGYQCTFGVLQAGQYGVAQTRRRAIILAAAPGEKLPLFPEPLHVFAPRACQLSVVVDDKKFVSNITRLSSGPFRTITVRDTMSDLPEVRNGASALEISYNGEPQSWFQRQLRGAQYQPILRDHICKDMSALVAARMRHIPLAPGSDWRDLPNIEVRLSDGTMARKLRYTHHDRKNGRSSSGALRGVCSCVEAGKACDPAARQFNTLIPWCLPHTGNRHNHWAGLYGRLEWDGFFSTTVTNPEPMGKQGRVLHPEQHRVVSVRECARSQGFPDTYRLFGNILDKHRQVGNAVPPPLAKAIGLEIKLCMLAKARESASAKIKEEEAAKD
Neddylation inh: inhibitors of human cullin neddylation; AID 651699; calls only at 25 µM; P61081+Q13564; TR-FRET cullin neddylation, biochemical; actives 0.58% (n = 360,000); in the data active = inhibition above about 36%
NadD inh: blocks S. aureus nicotinate mononucleotide adenylyltransferase | purified NadD enzyme, colorimetric absorbance read-out | inhibition, % at 20 µM | actives 0.78% (n = 360,000) | AID 602399; in the data active = inhibition above about 26%; also: some compounds past the cut are filed as inactive
CendR NRP1 mod: NRP-1/CendR interaction modulation. O14786. FAM-RPARPAR peptide binding to NRP-1, fluorescence polarization. inhibition, % at 25 µM. actives 0.85% (n = 360,000). AID 602438;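 active = inhibition or corrected inhibition above about 18%, plus a signal ratio from 0.5 to 1.5, limit read from the data, passing the limit was not always enough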; also: strong numbers were not always called active
SUMO1-SIM PPI: modulators of human SUMO1-mediated protein-protein interactions | SUMO1 binding to a labelled peptide, TR-FRET, 1 h | inhibition, % at 20 µM | actives 0.33% (n = 360,000) | AID 602429; in the data active = inhibition above about 37%
TbMetRS inhib: blocks T. brucei methionyl-tRNA synthetase activity; purified T. brucei MetRS, ATP depletion, Kinase-Glo luminescence; inhibition, % at 11.9 µM; actives 0.4% (n = 360,000);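 active = inhibition above a per-plate cutoff of the control wells' mean inhibition plus 3 SD, cut at about 5.5% in these data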;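 also: 0% = DMSO wells median and 100% = median of wells with control inhibitor compound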
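technique = Kinase-Glo luminescence, ATP depletion format | system = purified MetRS (methionyl-tRNA synthetase) enzyme from Trypanosoma brucei | timing = 15 min preincubation, 2 h reaction, all 25 °C | evaluation = percent inhibition versus plate control medians | dosing = single dose, 11.9 µM final nominal, 0.9% final DMSO | also added = substrates ATP, L-methionine and bulk Escherichia coli tRNA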
An asterisk follows results filed as active; i = inactive; x = no result given.

SMILES	STEP block	LMPTP inh	SKN-1 block	Scp-1 inhibitor	DNMT1 inh	Neddylation inh	NadD inh	CendR NRP1 mod	SUMO1-SIM PPI	TbMetRS inhib
CSc1nc(NCC(C)C)nc(N2CCOCC2)n1	0	0.3	22	-8	-1	i	-8	-8	-1	-0.6
Cc1ccc(C(=O)Nc2cccnc2)cc1S(=O)(=O)N1CCCCCC1	-1	0.1	6	-8	-1	i	-2	-15	-4	-0.5
O=S(=O)(O)c1ccc(N2N=C(c3ccccc3)CC2c2ccccc2)cc1 (stereo unspecified)	-3	-0.3	-2	-7	-2	i	19	-2	-8	-0.3
CC[C@H](C)[C@H]1CNC(=S)N1CC1CCN(CCC(C)C)CC1	-2	-2.7	10	x	1	i	2	1	-2	-0.6
COc1cc(CNC2CCCCCC2)cc(OC)c1OC	0	-0.8	4	-7	0	i	-5	-11	3	-0.6
CC(C)C1CC(O)(C2(O)CCCCC2)ON1 (stereo unspecified)	3	-0.3	19	-8	-2	i	1	6	4	0.1
COc1ccc(C2C(C(C)=O)=C(O)C(=O)N2CCO)c(OC)c1 (stereo unspecified)	-3	-1.6	11	-5	-1	i	1	4	-2	-0.7
Cc1ccc(N/N=C2\CCS(=O)(=O)c3sccc32)cc1	1	2.6	-2	-4	-5	i	-9	-4	0	-0.9
Cc1oc(-c2ccc(Cl)cc2)nc1CN1CCC(C(=O)NCCCN2CCCC2=O)CC1	-1	-1.7	4	7	-2	i	-1	-9	3	-0.7
CN(C)CCCNS(=O)(=O)c1cc(Cl)ccc1Cl	-2	-1.2	24	-2	2	i	-4	-7	-3	0.0
O=C(NCCCN1CCCC1)C1CCN(C(=O)c2cc3sccc3n2Cc2ccc(F)cc2)CC1	-3	-5.3	9	-8	-11	i	-2	-14	-25	-0.5
Cc1cccc(C(=O)OCC(=O)c2c(N)n(CC(C)C)c(=O)n(C)c2=O)c1[N+](=O)[O-]	-1	1.3	18	-9	-4	i	-6	2	-1	0.5
Cc1ccc(F)cc1NC(=O)c1ccc(NS(=O)(=O)c2ccc(Br)s2)cc1	-4	2.4	28	-4	-2	i	-2	-3	5	0.0
O=C(NC1CCN(Cc2ccccc2)CC1)c1ccccc1F	0	0.0	3	-1	-3	i	1	11	2	-1.1
Nc1cccc2c1C(=O)N(CCOc1ccc(F)cc1)C2=O	-3	2.4	-7	-14	16	i	-6	-6	-35	-1.2
CN(C)S(=O)(=O)N(CCN1CCOCC1)Cc1ccccc1F	-1	-0.5	18	-7	1	i	4	2	-2	-1.4
O=C(Cn1nc(-c2ccccc2)nc1-c1ccccc1)N1CCOCC1	-2	0.2	5	2	2	i	-3	19	-1	-2.0
C=C(C)Cn1c(=O)c2c(nc3n2CCCN3Cc2ccccc2)n(C)c1=O	2	-1.7	3	-2	2	i	0	5	0	-0.2
Cc1occc1-c1nnc(SCC(=O)NCc2ccc3c(c2)OCO3)n1CC(C)C	1	-1.9	-26	12	2	i	2	-1	-2	0.8
CCOc1ccc2[nH]c(=O)c(C(c3nnnn3Cc3ccco3)N3CCN(C)CC3)cc2c1 (stereo unspecified)	1	-1.7	8	-7	-1	x	-5	7	9	0.4
NC1=NN(c2c(Cl)cc(Cl)cc2Cl)C(=O)C1	3	-0.8	9	0	-5	i	2	-17	19	-0.2
O=C(NNS(=O)(=O)c1ccc(CCCl)cc1)C(O)(c1ccccc1)c1ccccc1	-3	-2.6	7	-7	8	i	-4	-1	-3	-1.1
Cc1cc(NC(=O)CCN2C(=O)C3C4CCC(C4)C3C2=O)cc(C)c1Br (stereo unspecified)	1	-0.5	-1	-1	-1	i	-4	-6	2	-0.6
COc1ccccc1OCc1ccc(C(=O)N(C)c2ccccc2)o1	0	0.5	3	-13	-1	i	-1	9	-4	0.4
CCC(C)c1c(NS(=O)(=O)c2ccc(C)cc2)o[nH]c1=O (stereo unspecified)	0	1.9	32	3	1	i	-1	6	21	-0.2
O=C(NCCc1nnc2ccc(NCc3cccnc3)nn12)c1ccccc1F	-3	0.7	3	-16	5	i	-1	-2	-8	0.4
Cc1cccc(CCNC(=O)c2cccc(NC3=NC4CS(=O)(=O)CC4S3)c2)c1 (stereo unspecified)	0	-2.0	8	-8	-3	i	-4	-6	-1	-0.3
CCO[C@@H]1OC(C(=O)NCc2ccccc2)=C[C@H](C2CCCCC2)[C@H]1CCCO	-1	-0.4	0	-3	2	i	-6	2	-4	-0.6
Cc1ccc(CN=C(N)Nc2nc(C)cc(C)n2)cc1	1	-0.6	5	-5	-3	i	2	9	1	0.0
COCc1ccc(C(=O)N2CCCC(C(=O)c3ccc(Cl)cc3C)C2)o1 (stereo unspecified)	-2	-1.6	-14	8	-1	i	-6	2	4	-0.1
COc1ccc(Oc2coc3cc(OC(=O)c4cncc(Br)c4)ccc3c2=O)cc1	1	0.9	2	3	8	i	-3	-6	-2	-0.9
OC(COc1ccccc1)CN(Cc1ccccc1)CC(O)COc1ccccc1 (stereo unspecified)	0	0.7	9	1	-3	i	-3	-5	0	-0.2
CNc1ccccc1	3	0.0	2	-6	-2	i	2	-3	-5	-1.3
CC(=O)/C(C#N)=C1\NC(=O)C(Cc2cc(Cl)ccc2Cl)S1 (stereo unspecified)	0	0.2	15	-4	3	i	-7	9	16	1.4
O=C(NC1CCc2ccccc21)C1CCN(S(=O)(=O)c2ccc(Cl)cc2)CC1 (stereo unspecified)	-1	0.4	1	-12	2	i	-7	2	-1	-0.3
Fc1ccc(N2CCN(c3ncnc4c3nnn4Cc3ccccc3Cl)CC2)cc1	3	3.1	-9	11	-2	i	-2	3	0	-0.4

Next part (2 carried over from the part before).
SMILES	STEP block	LMPTP inh	SKN-1 block	Scp-1 inhibitor	DNMT1 inh	Neddylation inh	NadD inh	CendR NRP1 mod	SUMO1-SIM PPI	TbMetRS inhib
O=C(NC1CCc2ccccc21)C1CCN(S(=O)(=O)c2ccc(Cl)cc2)CC1 (stereo unspecified)	-1	0.4	1	-12	2	i	-7	2	-1	-0.3
Fc1ccc(N2CCN(c3ncnc4c3nnn4Cc3ccccc3Cl)CC2)cc1	3	3.1	-9	11	-2	i	-2	3	0	-0.4
O=C(NCc1ccccc1F)Nc1nnc([C@@H]2C[C@H](O)[C@@H](CO)O2)s1	3	-3.2	4	x	0	i	-4	6	4	0.2
CCN1CCCC1CNC(=O)c1cc(NC(C)=O)c(N(C)C)cc1OC (stereo unspecified)	-1	-0.6	9	0	5	i	-7	10	0	-0.3
Cc1ccc(C)c(NC(=O)C2CCCN2C(=O)OC(C)(C)C)c1 (stereo unspecified)	-9	0.3	11	-2	11	i	-1	3	3	-0.8
COc1cccc(Cn2cnc(-c3ccccc3OC)c2-c2cccnc2)c1	x	-2.2	5	x	x	i	-2	-20	0	-1.6
CCCNC(=O)C1(C)CCN(C(=O)c2cc(C)nn2C(C)(C)C)C1 (stereo unspecified)	-2	-1.5	0	x	1	i	4	0	-2	-0.4
COc1cc(O)c(C(CC(=O)N2CCOCC2)c2ccc(N(C)C)cc2)c(OC)c1 (stereo unspecified)	-2	0.1	13	-4	0	i	2	24*	0	-0.3
Cc1ccc2nc(SCC(=O)N3CCCCC3)nc(=O)n2c1	0	-0.1	-9	-3	1	i	-1	10	-1	-0.2
CCC(C)(C)C1CCC2(CC1)NC(=O)N(CC(=O)N1CCN(S(=O)(=O)c3cc(C)ccc3C)CC1)C2=O (stereo unspecified)	4	3.6	-20	-10	11	i	1	-17	9	0.0
Cc1ccc(C(=O)NCCc2ccccc2)cc1S(=O)(=O)N1CCOCC1	-1	-0.8	5	-1	8	i	-6	-14	1	-0.1
Cc1ccc(-c2ccc(/C=N/N=C3/NC(=O)C(CC(=O)O)S3)o2)c([N+](=O)[O-])c1 (stereo unspecified)	4	0.5	14	-4	-12	i	10	7	-8	0.8
CCOC(=O)Cc1ccc(Nc2nc(NCc3ccccc3)nc3ccsc23)cc1	3	26	10	x	-18	i	12	8	3	0.6
COC(=O)c1sccc1NC(=O)NC1CCCCC1	-4	-0.3	0	-6	5	i	-6	16	3	0.3
O=C(c1ccccc1)C1(c2ccccc2)OC1c1ccccc1 (stereo unspecified)	0	0.8	0	-10	5	i	-9	-21	4	-0.3
CCC/C=C/c1ccc(CN2C(C)C(=O)N(Cc3cn(CCOCOC)nn3)CCS2(=O)=O)cc1 (stereo unspecified)	-1	-0.2	11	x	1	i	-6	4	24	0.7
Cc1nc2cc(Cl)c(Cl)cc2n1CCCO	-1	-1.0	22	-9	-2	i	2	-8	-12	-0.5
CC(=O)N(Cc1ccc2c(c1)OCO2)C1CC(=O)N(CCc2ccccc2)C1=O (stereo unspecified)	4	-3.4	-1	-4	-1	i	5	10	3	0.4
CCc1ccc(-c2ccc(C(=O)O)cc2)nc1	0	-2.9	-7	1	4	i	-3	3	2	-0.2
COCC(C)NC(=O)c1cc(-c2ccc(OC)c(OC)c2)on1 (stereo unspecified)	-3	1.1	-7	-1	6	i	0	1	0	-1.1
COc1cc(/C=N/Nc2nn3cnnc3c3ccccc23)cc(OC)c1OC	2	1.9	5	3	2	i	1	7	0	-1.6
CN1CCN(c2ccc(Nc3ccnc4cc(Cl)ccc34)cc2)CC1	1	15	12	8	11	i	-5	-4	-16	3.3
Cc1nnc(NC(=O)c2ccncc2)s1	-2	-1.3	-28	-13	4	i	-4	0	4	-1.0
CSC1=NC(NCCCO)c2c(sc3c2CC(C)(C)OC3)N1 (stereo unspecified)	-1	0.1	11	-6	-6	i	-2	1	-2	-0.1
O=C(Cc1ccc(Cl)cc1)NCc1ccccc1Cl	-2	0.7	3	-6	-3	i	-6	7	-1	0.1
COc1cc2c(cc1OC)C1C(C(=O)Nc3ccccc3N3CCN(C)CC3)c3ccccc3C(=O)N1CC2 (stereo unspecified)	1	-0.6	9	-3	6	i	-9	-1	0	0.0

Sorted by number of heavy atoms (lowest first): 4 of the compounds above
SMILES	STEP block	LMPTP inh	SKN-1 block	Scp-1 inhibitor	DNMT1 inh	Neddylation inh	NadD inh	CendR NRP1 mod	SUMO1-SIM PPI	TbMetRS inhib
CCc1ccc(-c2ccc(C(=O)O)cc2)nc1	0	-2.9	-7	1	4	i	-3	3	2	-0.2
O=C(Cc1ccc(Cl)cc1)NCc1ccccc1Cl	-2	0.7	3	-6	-3	i	-6	7	-1	0.1
COc1cc(/C=N/Nc2nn3cnnc3c3ccccc23)cc(OC)c1OC	2	1.9	5	3	2	i	1	7	0	-1.6
CC(=O)N(Cc1ccc2c(c1)OCO2)C1CC(=O)N(CCc2ccccc2)C1=O (stereo unspecified)	4	-3.4	-1	-4	-1	i	5	10	3	0.4

Screening data deposited in PubChem by several laboratories.
